# Screening data (PubChem)
# JMJD2E inh: JMJD2E (human) inhibition. B2RXH2. JMJD2E catalytic domain, FDH-coupled NADH fluorescence (FDH is formaldehyde dehydrogenase). Potency, µM (titrated, usually from 57.1 µM), for the others: top-dose activity change, negative = inhibition, actives largely listed as inhibitors. 230,000 compounds, 1.6% hits. AID 2147; active = well fitted inhibition curve with a large enough effect, not every such curve was filed as active; inconclusive = small, poorly fitted or top-dose-only effect, or another doubt; inactive = no such curve, though single readings can be large or run the other way;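 also: 0% = wells with enzyme and -100% = buffer wells without enzyme; nearly all actives have a fitted effect of over 50% in size; many of its hits are not listed in these tables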
# GoLoco inh red: blocks human Gai1 binding to RGS12 GoLoco peptide, red readout; AID 880; Potency, µM (series often up to 61.6 µM), without a hit: at the top dose activity, negative = inhibition, most hits filed as inhibitors; Gai1:RGS12 GoLoco peptide FP, rhodamine, 10 min; P63096; 230,000 compounds, 0.44% hits; active = well fitted inhibition curve with a large enough effect, not every such curve was filed as active; inactive = no such curve, though single readings can be large or run the other way; also: % is scaled to controls: 0 for no effect and ±100 for the full control effect; nearly all actives have a fitted effect of over 30% in size; many of its hits are not listed in these tables
# Target sequence (P63096 whole entry, looked up): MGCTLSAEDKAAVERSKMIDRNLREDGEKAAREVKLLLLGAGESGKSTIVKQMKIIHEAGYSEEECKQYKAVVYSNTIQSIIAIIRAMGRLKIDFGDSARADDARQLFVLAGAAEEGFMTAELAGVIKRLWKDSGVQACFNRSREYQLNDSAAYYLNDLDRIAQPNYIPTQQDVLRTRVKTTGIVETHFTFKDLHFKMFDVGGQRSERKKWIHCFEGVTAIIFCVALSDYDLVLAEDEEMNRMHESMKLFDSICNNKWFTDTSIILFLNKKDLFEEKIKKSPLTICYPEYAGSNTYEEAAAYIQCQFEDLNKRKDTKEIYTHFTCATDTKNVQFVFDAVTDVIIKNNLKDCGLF
# RECQ1 helicase: inhibitors of human RECQ1 DNA helicase | P46063 | RECQ1 DNA unwinding, red fluorescence kinetic read | Potency, µM (doses to about 57.3 µM), without a hit: at the highest dose activity, negative = inhibition, hits mostly inhibitors | 240,000 compounds, 0.54% hits;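 also: plate controls were vehicle for no effect and no enzyme for full effect; nearly all actives have a fitted effect of over 30% in size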
# Target sequence (P46063 whole entry, looked up): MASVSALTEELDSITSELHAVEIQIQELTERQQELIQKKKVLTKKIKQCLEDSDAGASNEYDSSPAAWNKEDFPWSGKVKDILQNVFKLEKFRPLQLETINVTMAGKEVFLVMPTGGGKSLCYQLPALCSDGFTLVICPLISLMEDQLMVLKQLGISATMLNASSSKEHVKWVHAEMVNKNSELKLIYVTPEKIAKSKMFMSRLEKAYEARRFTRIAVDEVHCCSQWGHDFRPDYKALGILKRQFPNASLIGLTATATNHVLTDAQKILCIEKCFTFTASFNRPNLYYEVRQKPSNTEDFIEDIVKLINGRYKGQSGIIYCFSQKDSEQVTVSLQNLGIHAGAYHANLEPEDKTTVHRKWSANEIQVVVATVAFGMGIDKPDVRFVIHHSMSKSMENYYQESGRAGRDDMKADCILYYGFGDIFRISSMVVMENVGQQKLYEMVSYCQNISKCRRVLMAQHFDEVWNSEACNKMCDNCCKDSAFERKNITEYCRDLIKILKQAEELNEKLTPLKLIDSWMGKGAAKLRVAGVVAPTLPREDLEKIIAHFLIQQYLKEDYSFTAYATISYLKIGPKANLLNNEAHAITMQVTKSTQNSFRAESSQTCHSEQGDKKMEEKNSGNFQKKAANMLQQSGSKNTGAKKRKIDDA
#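 RECQ1T1 50 nM; forked duplex (20 bp + 30-nt ss tails) 200 nM, ATP 2 mM final; pH 8.0, 2 mM MgCl2, 2.5 ug/ml poly(dI-dC); 15 min compound preincubation; discontinuous kinetic read over 2 h at RT.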
# TRb-SRC2 inh: TRbeta-SRC2 interaction inhibition; P10828; TRbeta-SRC2 peptide binding, fluorescence polarization; receptor liganded with 1 µM T3; Potency, µM (highest dose often 106 µM), for the others: at the highest dose activity change, negative = inhibition, hits mostly inhibitors; 280,000 compounds, 0.065% hits; AID 1469;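 also: plate controls were bound peptide for no effect and peptide without receptor for full effect; nearly all actives have a fitted effect of over 50% in size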
#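 Decrease in fluorescence polarization of 20 nM Texas Red SRC2 coactivator peptide flagged inhibition of its binding to 0.6 uM TRb LBD; 1 uM T3 included, incubation 5 hr, ex 555/em 632 nm.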
# ALDH1A1 inh: ALDH1A1 (human) enzyme inhibition; Potency, µM (highest dose often 75.3 µM), for inactives: top-dose activity, negative = inhibition, hits mostly inhibitors; Purified ALDH1A1, NADH fluorescence, propionaldehyde substrate; 220,000 compounds, 7.3% hits; P00352; active = well fitted inhibition curve with a large enough effect, not every such curve was filed as active; inconclusive = small, poorly fitted or top-dose-only effect, or another doubt; inactive = no such curve, though single readings can be large or run the other way;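 also: plate controls were no enzyme wells and a reference inhibitor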
# TexasRed fluor: counter-screen for TRb-SRC2 inhibitors: fluorescence interference; TRb/SRC2 Texas Red total fluorescence interference; Potency, µM (highest dose often 106 µM), inactives show at the highest dose fluorescence change, negative = quenching; 280,000 compounds, 0.29% hits; active = well fitted curve in either direction with a large enough effect; inconclusive = small, poorly fitted or top-dose-only effect; also: % is scaled to controls: 0 for no effect and ±100 for the full control effect
#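 Flags fluorescent or light-absorbing compounds by total fluorescence, S + 2P, at 555 nm excitation and 632 nm emission. Mixture: 20 nM Texas Red SRC2 peptide, 0.6 uM human TRb LBD, 1 uM T3, 5% DMSO; compound exposure 5 h at ambient temperature.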
# SMN2 splice enh: SMN2 splice variant enhancement. HEK293 SMN2-luciferase splicing reporter, luminescence, 30-36 h. Potency, µM (series often up to 46.1 µM), for inactives: at the top dose activity change, positive = activation, most hits filed as activators. 210,000 compounds, 2.8% hits. AID 1458; also: % of control where 0% means no effect; nearly all actives have a fitted effect of over 55% in size
#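 qHTS luciferase splicing reporter: luminescence rises when SMN2 exon 7 is included in transfected HEK293 cells. Compound exposure lasted 30-36 h at 37C, with 4.5 mM final sodium butyrate as control, followed by a ONE-Glo read.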
# Lamin A splicing: LMNA splicing modulation. HeLa LMNA splicing GFP/RFP minigene ratio, 48 h. Potency, µM (series often up to 46.1 µM), without a hit: at the highest dose ratio change, negative = inhibition, actives largely listed as inhibitors. 200,000 compounds, 0.01% hits. AID 1487; active = well fitted inhibition curve with a large enough effect in the signal ratio, with a control signal flat, not every such curve was filed as active; inconclusive = small, poorly fitted or top-dose-only effect, or effect the other way, or a change in a side signal; the % refers to the signal ratio; also: % is scaled to controls: 0 for no effect and ±100 for the full control effect
#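 Read-out is the ratio of GFP to DsRed2 object intensity, acquired by 488 nm laser-scanning cytometry on HeLa lamin A-EGFP minigene reporter cells. Compound incubation 48 hrs at 37 °C in Opti-MEM with 2% FBS; DMSO 0.5% final.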
# * = called active by the depositor; i = inactive; ? = inconclusive; . = not tested or not shown; & = joins results of further samples; [ ] = remark or other dose. Unless noted, calls follow the shape of the dose curve; as a rule, active = well fitted curve in the direction sought with a large enough effect; inconclusive = small, poorly fitted or top-dose-only effect, or another doubt; inactive = no such curve, though single readings can be large; an effect the other way counts as inactive or inconclusive. Potency is read from the fitted curve at half-maximal effect. Only part of the results is shown (hit frequency here may not be typical).
No.	structure	JMJD2E inh	GoLoco inh red	RECQ1 helicase	TRb-SRC2 inh	ALDH1A1 inh	TexasRed fluor	SMN2 splice enh	Lamin A splicing
1	CSc1sc(C)cc1C1C(C#N)=C(N)N(c2cccnc2)C2=C1C(=O)CCC2 (stereo not drawn)	-3%	6%	i	1%	-12%	-2%	-3%	-2%
2	Cc1ccc(S(=O)(=O)N2CCN(Cc3nc4ccccc4[nH]3)CC2)cc1C	11%	4%	-1%	-12%	-9%	-2%	2%	8%
3	COC(=O)Nc1ccc2c(c1)N(C(=O)CCN1CCN3CCCC3C1)c1ccccc1S2 (stereo not drawn)	-5%	0%	i	6%	5%	1%	-12%	?
4	COCC(C)NC(=O)c1ccc(Cl)c(Cl)c1 (stereo not drawn)	2%	15%	i	1%	4%	-6%	-6%	-10%
5	Cc1ccc(S(=O)(=O)NCCNC(=O)CN2CCCC2)cc1	-5%	-20%	i	-10%	-8%	-3%	0%	-5%
6	O=C(CCS(=O)(=O)Cc1ccccc1)Nc1ccc2c(c1)OCCO2	-1%	10%	i	14%	-11%	1%	3%	1%[46 µM]
7	O=C(NC(Cc1c[nH]c2ccccc12)C(=O)N/N=C/c1cccc2ccccc12)c1cccs1 (stereo not drawn)	?	4%	-14%	1%	-7%	1%	6%	?
8	O=C(CC12CC3CC(C1)CC(CC(=O)NC1=NCCS1)(C3)C2)NC1=NCCS1	7%	5%	0%	10%	6%	-3%	-2%	-9%
9	C/C(=C\c1ccco1)CN1CCN(Cc2ccc(C)o2)C(CCO)C1 (stereo not drawn)	-8%	6%	7%	-2%	-7%	-3%	-3%	3%[46 µM]
10	Cc1cccc(NC(=S)NN2CCOCC2)c1C	0%	-6%	i	-26%	3%	3%	6%	10%
11	Cc1ccc(C2C3CN(C(C)C)CC=C3C(C#N)=C(N)C2(C#N)C#N)cc1 (stereo not drawn)	?	4%	0%	-8%	?	9%	-21%	0%
12	C=CC(C)(C)c1[nH]cnc1/C=C1\NC(=O)C(C(C)C)NC1=O (stereo not drawn)	?	-9%	i	-3%	.	-1%	.	.
13	COc1ccc2c(c1)OC(O)(C(F)F)CC2=O (stereo not drawn)	?	0%	-2%	-7%	?	-3%	?	9%
14	Cc1ccc(-n2nnc3c(=O)n(CC(=O)NCc4ccco4)cnc32)cc1	-3%	-13%	-6%	-13%	-12%	-4%	7%	?
15	CCCCN(C)C(=O)c1nc2ccccn2c1CN1CCN(C/C=C/c2ccccc2)CC1	-18%	4%	-15%	-5%	-2%	-4%	.	.
16	CCCN1C2CCCC1CC(NC(=S)Nc1cc(C)ccc1C)C2 (stereo not drawn)	6%	-1%	-1%	-2%	15%	0%	-15%	-5%
17	CC(C)Cn1c(N)c(C(=O)COC(=O)c2cc(C(F)(F)F)nc3c(C(F)(F)F)cccc23)c(=O)n(C)c1=O	-8%&-14%	21%&16%	7%&-3%	13%&6%	2%	1%&-2%	29%&-41%	3%
18	Cc1cc(C)cc(NC(=O)c2cccn2-c2ncc(C(F)(F)F)cc2Cl)c1	-3%	4%	-4%	-4%	-6%	-1%	14%	7%
19	O=S(=O)(NCc1cccnc1)c1ccc(Cl)s1	4%	5%	-8%	-3%	6%	-6%	-13%	19%
20	Clc1nc(-c2cccnc2)nc2scc(-c3ccccc3)c12	?	11%	-19%	2%	?	1%	15%	?
21	COc1ccc2cc3cc(C(=O)Nc4cc(OC)c(OC)c(OC)c4)oc3nc2c1	-3%	10%	-5%	6%	?	1%	-9%	-8%
22	COc1ccc(C(CCN(Cc2ccc(OC)c(OC)c2)C(C)=O)c2ccccc2)cc1 (stereo not drawn)	-15%	.	-17%	9%	?	0%	.	-6%
23	COC(=O)c1onc(-c2c(C)cc(C)cc2C)c1C(=O)OC	9%	12%	-1%	3%	33%[activator]	2%	22%	12%
24	O=C(Nc1ccc(C(=O)OC[C@@H]2CCCN3CCCC[C@H]23)cc1)c1cccc(Br)c1	2%	-2%	i	6%	0%	-1%	-2%	4%
25	COc1ccc(C(=O)Nc2cccc(C(C)=O)c2)c(OC)c1OC	0%	-1%	0%	-5%	?	-3%	-3%	7%

26	Cc1c(C(=O)O)sc2nc3n(c(=O)c12)CCCCC3
27	COCCNC(=O)C(NC(=O)C1CCC(C)CC1)C(C)C (stereo not drawn)
28	Cn1c(N)c(N2CCCCC2)c(=O)n(CC(=O)Nc2ccc(Cl)c(Cl)c2)c1=O
29	Cc1cc(-c2ccccc2)nc2cc(C(=O)N(Cc3ccccc3)Cc3ccccc3)nn12
30	Cc1ccc(S(=O)(=O)NCC2COc3ccccc3O2)cc1 (stereo not drawn)
31	CCOc1ccc(C2=Nc3ccc(Br)cc3C(c3ccc(N4CCOCC4)cc3)=NN2)cc1
32	CCCNC(=O)Cn1cnc2sc(C(=O)N3CCCC(C(=O)OCC)C3)c(C)c2c1=O (stereo not drawn)
33	Brc1ccc(-c2nn3c(Cc4ccccc4)nnc3s2)o1
34	O=c1ccccn1CCOc1ccc(Cl)cc1
35	Nc1nnc(SCC(=O)NCCOc2ccccc2)s1
screen / no.	26	27	28	29	30	31	32	33	34	35
JMJD2E inh	1%	-5%	2%	?	-5%	-1%	-1%	3%	-21%	-2%
GoLoco inh red	2%	3%	3%	13%	-5%	11%	5%	14%	-3%	6%
RECQ1 helicase	7%	i	-3%	-11%	3%	-6%	-6%	i	-5%	-3%
TRb-SRC2 inh	1%	3%	0%	3%	10%	-21%	2%	4%	0%	-18%
ALDH1A1 inh	-2%	1%	4%	?	-1%	1%	?	-5%	.	2%
TexasRed fluor	-3%	0%	1%	-4%	6%	1%	0%	-2%	-3%	2%
SMN2 splice enh	-5%	5%	-29%	3%	-4%	?	-1%	-4%	.	3%
Lamin A splicing	-5%	-15%[46 µM]	-17%	?	?	?	?	7%	.	-6%

# One compound at a time (already shown). Order of values: JMJD2E inh | GoLoco inh red | RECQ1 helicase | TRb-SRC2 inh | ALDH1A1 inh | TexasRed fluor | SMN2 splice enh | Lamin A splicing
# Results for CSc1sc(C)cc1C1C(C#N)=C(N)N(c2cccnc2)C2=C1C(=O)CCC2 (stereo not drawn) = -3% | 6% | i | 1% | -12% | -2% | -3% | -2%
# Results for Clc1nc(-c2cccnc2)nc2scc(-c3ccccc3)c12 = ? | 11% | -19% | 2% | ? | 1% | 15% | ?
# Results for COC(=O)c1onc(-c2c(C)cc(C)cc2C)c1C(=O)OC = 9% | 12% | -1% | 3% | 33%[activator] | 2% | 22% | 12%
# Results for O=C(Nc1ccc(C(=O)OC[C@@H]2CCCN3CCCC[C@H]23)cc1)c1cccc(Br)c1 = 2% | -2% | i | 6% | 0% | -1% | -2% | 4%
# Results for Cc1ccc(C2C3CN(C(C)C)CC=C3C(C#N)=C(N)C2(C#N)C#N)cc1 (stereo not drawn) = ? | 4% | 0% | -8% | ? | 9% | -21% | 0%

# Other results follow:
36	Nc1ccn([C@@H]2CC[C@H](CO)O2)c(=O)n1
37	COc1cc(O)c(C(CCN2CCCC(C)C2)c2ccc(N(C)C)cc2)c(OC)c1 (stereo not drawn)
38	Cc1ccc(-n2ncc(C#N)c2/N=C/N2CCCCCC2)cc1
39	Cc1noc(C)c1COc1ccc(C(=O)OC(C)C(=O)Nc2ccc(N3CCOCC3)cc2)cc1 (stereo not drawn)
40	COc1cc(-c2nc(-c3cccc(C(F)(F)F)c3)no2)cc(OC)c1OC
41	O=C(OC1CCOC1=O)c1cccc(S(=O)(=O)N2CCc3ccccc3C2)c1 (stereo not drawn)
42	N#Cc1ccccc1NC(=O)c1ccccc1OCC(=O)NCc1ccco1
43	CCNC(=O)c1c(C)nc2ccccn12
44	COC1C=CC(CNC(=O)c2cc3c(=O)n4cccc(C)c4nc3n2C)(OC)O1 (stereo not drawn)
45	CC(C)(C)n1ncc2c(=O)n(CC(=O)Nc3ccc4c(c3)OCO4)cnc21
screen / no.	36	37	38	39	40	41	42	43	44	45
JMJD2E inh	12%[25.5 µM]	16%	-3%	0%	?	-5%	2%	?	?	8%
GoLoco inh red	0%[21.6 µM]	-18%	4%	9%	3%	8%	-5%	3%	-5%	-3%
RECQ1 helicase	-5%[25.9 µM]	4%&-3%	-15%	i	3%	1%	i	i	4%	-11%
TRb-SRC2 inh	-3%[53 µM]	2%&-2%	1%	7%	-10%	-1%	-1%	-15%	-5%	3%
ALDH1A1 inh	8%[20.9 µM]	.	?	11%	?	13µM*	?	3%	?	3%
TexasRed fluor	-2%[53 µM]	-1%&-4%	3%	-3%	-2%	0%	-2%	0%	-2%	-8%
SMN2 splice enh	23%[20.6 µM]	.	-18%	?	-56%[inhibitor]	-18%	-24%	-10%	-9%	-1%
Lamin A splicing	?	.	?	-15%	-1%	3%[46 µM]	-1%	?	-5%[46 µM]	-1%

46	COc1cc(S(=O)(=O)NCc2ccc3c(c2)OCO3)ccc1Cl
47	Cn1cnnc1SCC(=O)NCCc1ccccc1
48	CC(C)CC(=O)Nc1ccc(C(=O)Cn2nc(C(=O)O)c3ccccc3c2=O)cc1
49	CCCCC[C@H](O)/C=C/[C@H]1C=CC(=O)[C@@H]1CCCCCCC(=O)O
50	Cn1c(N)c(C(=O)COC(=O)CSc2ccccc2)c(=O)n(C)c1=O
screen / no.	46	47	48	49	50
JMJD2E inh	3%	4%	2%	-5%	-1%
GoLoco inh red	-14%	4%	-13%	4%&3%	2%
RECQ1 helicase	-9%	i	1%	-4%	0%
TRb-SRC2 inh	7%	5%	-8%	0%&3%	0%
ALDH1A1 inh	-9%	8%	-3%	1%&9%	-3%
TexasRed fluor	0%	-9%	-9%	-3%&0%	0%
SMN2 splice enh	-4%	-5%	-17%	2%&16%	7%
Lamin A splicing	-6%	5%	9%	.	-7%
